TIM10 inh: TIM10 yeast growth inhibition; S. cerevisiae TIM10 strain growth, BacTiter-Glo luminescence, 24 h; inhibition, % at 10 µM; 1.4% of 330,000 active; AID 463195;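 active means inhibition of 40% or more at the single tested concentration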;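 further: wild-type TIM10 isogenic control strain grown at permissive 25 °C; 0% = DMSO yeast wells and 100% = minimal medium wells without yeast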
UPR XBP1 act: adaptive UPR (XBP1) activation | AID 463104 | activation, % at 20 µM | CHO-XBP1 luciferase reporter, IRE1-XBP1 UPR activation, luminescence; percent of tunicamycin response, DMSO as zero | 0.33% of 330,000 active;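 active means versus positive control, 20 µM dose yields 30% or more activation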;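 further: 100% = tunicamycin at 10 µg/mL and 0% = DMSO only wells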
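assay system = CHO-XBP1 luciferase reporter cells | amount = 1000 cells/well | buffer or medium = F12 plus 10% FBS | compound dosing = single point, 20 µM final compound, 1% DMSO | incubation = 16-18 h cell attachment at 37 °C, then 6 h compound exposure | detection = Steady-Glo luminescence read | controls = tunicamycin 10 µg/mL and vehicle-only wells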
697 NFkB inh: lowers PMA/ionomycin-induced NF-kB signal in 697 B cells; 697 B-cell NF-kB luciferase reporter, 16 h; inhibition, % at 4 µM; 0.33% of 330,000 active; AID 435022; in the data active means inhibition above about 35%
Mdm2-MdmX inh: human Mdm2/MdmX binding inhibition; O15151+Q00987; SaOS-2 split-luciferase Mdm2/MdmX complementation, luminescence; inhibition, % at 8 µM; 3% of 330,000 active; AID 485346;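 active means inhibition of at least 50% at 8 µM in the primary screen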
Target sequence (O15151 whole entry, looked up): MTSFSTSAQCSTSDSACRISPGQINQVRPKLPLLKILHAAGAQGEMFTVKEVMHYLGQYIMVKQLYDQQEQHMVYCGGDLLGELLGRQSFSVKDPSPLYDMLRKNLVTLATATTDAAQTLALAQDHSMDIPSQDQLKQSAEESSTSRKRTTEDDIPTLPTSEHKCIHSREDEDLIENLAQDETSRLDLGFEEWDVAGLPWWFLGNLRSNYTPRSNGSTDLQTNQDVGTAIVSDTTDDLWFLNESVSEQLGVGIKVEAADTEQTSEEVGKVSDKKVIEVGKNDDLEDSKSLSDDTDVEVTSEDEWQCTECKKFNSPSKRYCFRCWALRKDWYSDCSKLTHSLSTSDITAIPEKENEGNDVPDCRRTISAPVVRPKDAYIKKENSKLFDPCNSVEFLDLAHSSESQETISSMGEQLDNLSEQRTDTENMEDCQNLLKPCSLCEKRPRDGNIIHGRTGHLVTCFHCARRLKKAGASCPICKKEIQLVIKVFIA
Target sequence (Q00987 whole entry, looked up): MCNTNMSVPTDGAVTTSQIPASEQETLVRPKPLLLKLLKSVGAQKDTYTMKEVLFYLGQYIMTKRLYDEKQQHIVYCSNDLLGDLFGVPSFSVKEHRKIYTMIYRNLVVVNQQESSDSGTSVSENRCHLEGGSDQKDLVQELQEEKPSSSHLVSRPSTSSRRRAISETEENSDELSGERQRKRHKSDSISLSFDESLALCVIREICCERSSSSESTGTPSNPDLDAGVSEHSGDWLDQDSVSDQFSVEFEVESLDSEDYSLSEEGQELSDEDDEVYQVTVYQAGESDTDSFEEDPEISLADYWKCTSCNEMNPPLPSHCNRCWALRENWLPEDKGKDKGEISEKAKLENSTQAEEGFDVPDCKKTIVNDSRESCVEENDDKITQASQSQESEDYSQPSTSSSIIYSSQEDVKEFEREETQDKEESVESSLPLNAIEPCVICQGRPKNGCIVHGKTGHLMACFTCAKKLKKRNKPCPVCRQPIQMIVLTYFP
CHOP UPR activ: activators of apoptotic arm of unfolded protein response (CHOP); activation, % at 10 µM; AID 449763; 0.34% of 330,000 active; CHO-CHOP luciferase reporter, UPR activation, luminescence; percent of tunicamycin response over DMSO baseline;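 active means at 10 µM dose, activation of 40% or more, normalized to positive control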;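 further: 100% = tunicamycin at 10 µg/mL and 0% = DMSO alone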
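assay system = CHO CHOP reporter cells | amount = 500 CHO-CHOP cells per well | buffer or medium = F12 with 10% FBS | incubation = 16-18 h cell attachment, then 6 h compound exposure, 37 °C | detection = luminescence read with Steady-Glo | read-out = percent activation relative to tunicamycin control | controls = tunicamycin high control, DMSO low control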
Jurkat NFkB inh: lowers PMA/ionomycin-induced NF-kB signal in Jurkat cells; PMA/ionomycin-induced NF-kB luciferase reporter, luminescence; inhibition, % at 4 µM; 0.53% of 330,000 active; AID 435003; in the data active means inhibition above about 50%
tim23-1 inh: inhibits growth of tim23-1 mutant yeast. S. cerevisiae tim23-1 growth, BacTiter-Glo luminescence, 24 h. inhibition, % at 20 µM. 1.3% of 330,000 active. AID 463212;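 active means growth inhibition of the mutant yeast at or above 50%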;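 further: temperature-sensitive mutant grown at 25 °C; plate controls were DMSO-treated mutant yeast for no effect and medium wells lacking yeast for full effect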
tim10-1 inh: inhibits growth of tim10-1 mutant yeast | S. cerevisiae tim10-1 ts strain growth, BacTiter-Glo, 24 h | inhibition, % at 20 µM | AID 463190 | 2.2% of 330,000 active;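 active means inhibition of at least 40%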;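 further: mutant grown at 25 °C; 0% = DMSO wells with yeast and 100% = wells holding no yeast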
Starred values were filed as active, the others as inactive.

smiles,TIM10 inh,UPR XBP1 act,697 NFkB inh,Mdm2-MdmX inh,CHOP UPR activ,Jurkat NFkB inh,tim23-1 inh,tim10-1 inh
O=C(CNc1cccc(S(=O)(=O)N2CCOCC2)c1)Nc1cccc(Br)c1,0.4,-0.7,3.6,5.4,-0.3,5.1,-1.0,-4.9
CC(C)N(C(=O)CSc1nc2ccccc2n1-c1ccccc1)C(C)C,28.0,0.7,-1.1,17.0,-1.9,-7.3,32.9,45.4*
COC(=O)c1ccc(NC(=O)NCCCl)cc1,10.8,-1.9,22.5,18.1,1.0,-4.5,17.6,6.7
CCOC(=O)/C=C1\CN(Cc2cc(OC)c(OC)c(OC)c2)S(=O)(=O)c2ccc(C(F)(F)F)cc21,8.3,-3.6,-8.9,9.8,0.0,12.5,17.9,8.5
Cc1ccc(NC(=O)Cn2nc(C)cc2C)cc1,-2.8,-0.1,-10.4,12.0,0.1,6.2,4.5,8.0
CC(C)(C)NC(=O)C(=O)NNC(=O)COc1ccc(Br)cc1,-10.4,-1.4,22.3,5.5,-1.2,13.9,0.6,-4.6
Cc1ccc(C(=O)NN2C(=O)c3ccc(S(=O)(=O)c4ccc(C(=O)O)cc4)cc3C2=O)cc1,-0.8,-2.3,15.6,6.6,-1.3,13.2,6.8,-8.4
CC(C)(C)c1ccc(-c2nc(O)c(CC(=O)O)s2)cc1,4.6,-3.0,-15.9,1.5,-1.7,11.9,0.9,9.0
O=C1COc2ccc(C(=O)COC(=O)c3ncc(Cl)c(Cl)c3Cl)cc2N1,-8.3,-2.9,21.8,12.9,-1.2,6.6,-6.1,1.3
COc1ccccc1CNC(=O)c1ccc(-c2ccccc2Cl)o1,11.8,3.8,0.9,-16.1,1.0,29.9,24.0,25.3
C=CCN1C(=O)C(CC(=O)Nc2ccccc2)N(Cc2ccccn2)C1=S (stereo not drawn),15.3,-3.0,-8.7,1.6,1.1,-0.7,10.4,19.0
Cc1ccc(C)c(NC(=O)CN(C)C(=O)C2CCN(C(=O)Nc3ccccc3)CC2)c1,3.1,-2.9,21.4,21.5,-0.2,12.1,1.9,6.6
C=CCOc1ccc(CNn2cn[nH]c2=S)cc1OCC,-4.7,0.5,5.3,9.4,-0.5,6.4,0.2,3.6
O=C(c1ccco1)N(CC1CCCO1)c1nc(-c2ccccc2)cs1 (stereo not drawn),29.3,0.8,-29.4,19.5,2.3,-33.1,25.6,27.9
Cc1ccc(C(=O)c2cc3ccccc3o2)cc1[N+](=O)[O-],16.1,2.0,-18.9,9.1,6.3,-58.6,-0.5,-2.3
NC(=O)C1CCN(C(=O)C2c3ccccc3C(=O)N3CCc4ccccc4C23)CC1 (stereo not drawn),7.5,0.0,14.5,3.3,-2.0,-14.9,7.3,-7.1
CCN1CCCC1CNC(=O)CCNC(=O)c1cc(OC)c(OC)c(OC)c1 (stereo not drawn),3.4,-6.3,-4.0,-0.8,-2.4,-11.4,-0.4,-2.6
CCOc1ccc(NC(=O)Nc2cc(C)ccc2OC)cc1,15.3,1.2,-15.8,2.9,3.6,-21.4,25.4,27.6
Cc1cccc(C)c1N1C(=O)CC(N(O)c2ccccc2)C1=O (stereo not drawn),1.2,3.2,2.7,19.0,-0.1,-1.7,20.9,15.5
COc1ccc(CNS(=O)(=O)c2ccc(-n3cnnn3)c(OC)c2)cc1,0.8,-1.1,8.4,25.4,-1.1,0.7,2.6,-4.2
COc1cccc(NC(=O)CCCNC(=O)Cn2cnc3sc(C)c(C)c3c2=O)c1,-15.5,-2.1,-12.2,6.3,-0.2,-2.6,8.7,7.0
O=C(NC1CC1)C1CCN(S(=O)(=O)c2cc([N+](=O)[O-])ccc2Cl)CC1,0.7,3.2,25.7,32.6,-0.1,-0.9,-0.7,6.1
Cc1cc(C)c2c(c1)-c1c(ssc1=S)C(C)(C)N2C(=O)CSc1nncn1C,5.4,2.5,-7.6,17.5,0.8,5.2,10.1,13.2
CC(C)(C)c1nnc2sc(SCC(=O)NCc3ccco3)nn2c1=O,-4.7,-2.7,3.1,7.8,-0.4,-0.5,20.1,3.6
O=C(NCc1ccc(OC(F)(F)F)cc1)C1CC(c2cccc(F)c2)=NO1 (stereo not drawn),0.2,-0.1,13.5,7.5,-1.4,-5.8,-7.1,-3.0
CCOC(=O)c1ccc(NC(=O)c2ccc(CO)c(C(=O)NC3CCN(C(=O)OCC)CC3)c2)cc1,5.0,-1.9,-11.3,8.8,3.5,14.4,-3.4,4.1
CCN(c1ccccc1)S(=O)(=O)c1csc(C(N)=O)c1,1.8,-1.2,11.8,-1.8,2.0,-5.6,-7.4,-0.5
CCOc1ccc(CNCCc2ccc(S(N)(=O)=O)cc2)cc1,-87.3,-0.2,13.0,-3.8,-0.3,-11.8,-180.5,-94.7
O=C(O)c1cn(Cc2ccccc2Cl)c2ccc(S(=O)(=O)N3CCOCC3)cc2c1=O,5.0,-6.7,5.5,13.8,-0.1,-10.7,16.8,4.7
CCOc1ccc(-c2cnc(N)n2C)cc1,12.5,1.4,6.0,-7.7,6.3,-2.0,-0.9,-1.3
CCN(C(=O)c1ccc(=O)[nH]c1)c1c(N)n(Cc2ccccc2)c(=O)[nH]c1=O,2.3,0.1,13.6,-9.7,1.9,8.7,-2.7,-10.0
CC(C)Oc1cccc(C(=O)C2CCCN(Cc3ccc(Oc4ncccn4)cc3)C2)c1 (stereo not drawn),0.1,-0.3,8.0,-24.3,-0.8,1.0,6.8,14.1
Cn1ncc2cc(NC(N)=S)ccc21,-14.3,0.6,12.4,-4.1,-1.2,-2.1,13.1,19.4
CC(OC(=O)c1ccncc1)C(=O)Nc1cccc(Cl)c1 (stereo not drawn),9.2,0.7,27.8,-5.0,-2.0,-0.3,6.6,6.2
CC(Oc1ccc(F)cc1)C(=O)N(CCC1=CCCCC1)c1c(N)n(Cc2ccccc2)c(=O)[nH]c1=O (stereo not drawn),1.8,-0.9,12.9,32.5,0.4,9.3,10.2,12.0
O=C(/C=C/c1cccs1)NC(=S)NNC(=O)c1ccccc1O,42.3*,6.4,1.0,35.4,1.3,-12.3,64.5*,44.5*
Cc1nnsc1C(=O)NNc1ccc(C(C)(C)C)cc1,4.9,-4.1,-22.2,-9.2,2.6,-0.1,11.0,-16.7
Cc1nn(-c2ccccc2)c(C)c1C(=O)OC(C)C(=O)NC1CCCCC1 (stereo not drawn),8.9,-2.9,-14.0,22.3,-0.3,10.7,25.3,13.6
O=C(Cc1ccccc1)Nc1nnc(-c2cccc([N+](=O)[O-])c2)s1,-13.6,-1.1,-15.9,6.1,6.9,4.5,-13.0,1.0
CCc1nc(Nc2cccc(O)c2)c2oc3ccccc3c2n1,28.9,10.2,1.0,36.4,2.5,-3.6,59.6*,9.1

Next section; the last six above are carried over.
smiles,TIM10 inh,UPR XBP1 act,697 NFkB inh,Mdm2-MdmX inh,CHOP UPR activ,Jurkat NFkB inh,tim23-1 inh,tim10-1 inh
CC(Oc1ccc(F)cc1)C(=O)N(CCC1=CCCCC1)c1c(N)n(Cc2ccccc2)c(=O)[nH]c1=O (stereo not drawn),1.8,-0.9,12.9,32.5,0.4,9.3,10.2,12.0
O=C(/C=C/c1cccs1)NC(=S)NNC(=O)c1ccccc1O,42.3*,6.4,1.0,35.4,1.3,-12.3,64.5*,44.5*
Cc1nnsc1C(=O)NNc1ccc(C(C)(C)C)cc1,4.9,-4.1,-22.2,-9.2,2.6,-0.1,11.0,-16.7
Cc1nn(-c2ccccc2)c(C)c1C(=O)OC(C)C(=O)NC1CCCCC1 (stereo not drawn),8.9,-2.9,-14.0,22.3,-0.3,10.7,25.3,13.6
O=C(Cc1ccccc1)Nc1nnc(-c2cccc([N+](=O)[O-])c2)s1,-13.6,-1.1,-15.9,6.1,6.9,4.5,-13.0,1.0
CCc1nc(Nc2cccc(O)c2)c2oc3ccccc3c2n1,28.9,10.2,1.0,36.4,2.5,-3.6,59.6*,9.1
Nc1ncnc2nc(SCC(=O)Nc3ccccc3F)[nH]c12,-24.0,-8.1,5.2,31.8,0.8,4.5,-2.0,-1.3
O=C(c1ccc(F)cc1)N1CCN(c2cc(N3CCCCC3)c(F)cc2[N+](=O)[O-])CC1,29.9,-2.1,15.0,8.5,-0.1,5.6,35.9,29.4
O=C(COC(=O)c1ccc(Cl)c(S(=O)(=O)N2CCc3ccccc3C2)c1)Nc1ncc(Cl)cc1Cl,6.6,-3.2,-1.0,-37.2,3.7,-1.6,22.2,29.0
Cc1cc(C)c2nc(N3CCCC(C(=O)NCCCN4CCOCC4)C3)sc2c1 (stereo not drawn),-0.3,3.5,-33.8,-1.9,2.3,-18.9,11.4,19.7
CCOC(=O)C1(c2csc(N)n2)COC(=O)C1 (stereo not drawn),-2.5,-2.1,-15.3,26.1,-0.1,-10.1,22.5,10.6
CCCc1nc2ccc(NC(=O)c3cccs3)cc2c(=O)n1Cc1ccc(Cl)cc1,21.4,-2.2,-29.9,9.6,2.1,-23.3,13.4,-8.3
Cc1ccc(-n2nc(C(=O)N/N=C/c3cccc(C(F)(F)F)c3)c3ccccc3c2=O)cc1C,-19.6,8.9,18.5,48.2,2.0,-3.1,-13.4,-14.2
CCN(CC)C(=O)C1CCCN(C(=O)c2oc3ccc(C)cc3c2C)C1 (stereo not drawn),10.2,0.1,2.6,19.6,2.6,-10.9,34.3,35.4
COc1ccc(NC(=O)N2CCN(c3nc(-c4cccc(OC)c4)cs3)CC2)cc1,40.2*,3.9,17.5,27.1,2.5,23.2,24.7,21.2
Cc1ccc(C(=O)O)cc1NC(=O)CSc1ncnc2sc3c(c12)CCC3,13.9,-2.2,6.0,11.1,-0.7,2.7,6.9,13.9
CCOC(=O)C(NC(C)=O)(NC(C)C)C(F)(F)F (stereo not drawn),3.7,0.5,-5.4,-13.6,0.1,5.0,21.1,-1.7
CC1C(=NO)C(C)C(c2ccccc2)NC1c1ccccc1 (stereo not drawn),17.6,-0.2,18.5,-17.5,-1.9,-18.1,4.6,22.3
O=C(C1CCC(CNc2c(N3CCOCC3)c(=O)c2=O)CC1)N1CCN(c2ccccc2)CC1 (stereo not drawn),-1.8,-0.7,16.3,19.9,6.7,1.8,-10.1,-2.0
O=C(NC1CCCCC1)C(c1ccncc1)N(CC1CCCO1)C(=O)C(F)(F)F (stereo not drawn),-4.5,1.0,-41.9,-13.6,0.2,-3.1,7.7,12.8
CCN(CC)S(=O)(=O)c1ccc(NC(=O)C(OC)c2ccccc2)cc1 (stereo not drawn),24.2,-2.7,-29.6,25.8,-4.2,9.2,18.6,20.5
COc1ccc(CCNC(=O)CCOc2cc(C)ccc2C)cc1OC,-9.8,-3.3,-10.3,5.1,-2.2,10.4,8.8,2.3
N#Cc1ccc(COC(=O)c2ccc3c(=O)[nH]c(CN4CCOCC4)nc3c2)cc1,16.0,-1.3,5.2,-5.7,-0.4,13.9,7.4,16.8
CC1CCc2nc(NC(=O)C3CC3)sc2C1 (stereo not drawn),17.3,1.8,-52.5,-5.2,4.3,-60.9,40.5,35.8
O=C(Nc1ccc2c(c1)oc1ccccc12)C1CC1,16.1,2.9,-97.5,-77.5,3.2,-96.5,33.8,5.0
CN(/N=C/c1ccc(Br)o1)C1=NS(=O)(=O)c2ccccc21,6.6,1.0,27.1,16.2,-1.5,10.7,11.0,15.1

Assay outcomes as filed in PubChem BioAssay.
